Screening data from PubChem.
APJ agonist: agonists of human APJ apelin receptor; P35414; CHO-K1 APJ PathHunter beta-arrestin, luminescence; 0% DMSO wells, 100% apelin; activation, % at 20 µM; 330,000 compounds, 0.11% hits; AID 2520;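 active means activation more than six SD over the plate average, tested at 20 µM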;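 further: 0% = DMSO alone and 100% = apelin-13 at 10 nM; some results filed as inactive read as strong as hits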
Target sequence (P35414 whole entry, looked up): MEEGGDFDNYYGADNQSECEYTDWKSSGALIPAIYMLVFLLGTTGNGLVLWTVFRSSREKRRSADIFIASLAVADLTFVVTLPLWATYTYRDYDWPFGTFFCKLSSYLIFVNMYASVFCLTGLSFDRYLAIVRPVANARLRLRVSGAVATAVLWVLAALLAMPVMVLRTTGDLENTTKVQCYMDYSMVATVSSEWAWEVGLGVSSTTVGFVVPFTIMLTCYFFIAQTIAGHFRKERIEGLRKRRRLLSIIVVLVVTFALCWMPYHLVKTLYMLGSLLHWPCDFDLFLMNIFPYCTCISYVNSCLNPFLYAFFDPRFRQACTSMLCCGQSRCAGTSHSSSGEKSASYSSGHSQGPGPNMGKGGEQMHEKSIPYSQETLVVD
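Assay system: CHO-K1 APJ beta-arrestin complementation cell line / Compound: single test compound dose, 20 µM final, 1% DMSO / Times: overnight seeding, 90 min compound at 25 °C, 1 h detection / Technique: beta-gal luminescence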
tim23-1 inh: tim23-1 yeast growth inhibition; 330,000 compounds, 1.3% hits; S. cerevisiae tim23-1 growth, BacTiter-Glo luminescence, 24 h; inhibition, % at 20 µM;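 active means growth inhibition of the mutant yeast at or above 50%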;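 further: temperature-sensitive mutant grown at 25 °C; plate controls were DMSO-treated mutant yeast for no effect and medium wells lacking yeast for full effect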
EBI2 block: antagonists of human EBI2 receptor; P32249; EBI2 beta-arrestin recruitment, luminescence, 7a,25-OHC stimulated; inhibition, % at 5 µM; 360,000 compounds, 0.81% hits; AID 651636; in the data active means inhibition above about 38%;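 further: enzyme fragment complementation signal reports receptor beta-arrestin coupling in cells; 0% = agonist plus DMSO wells and 100% = wells without agonist; some results beyond the cut were filed as inactive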
Target sequence (P32249 whole entry, looked up, the tested form may be a part): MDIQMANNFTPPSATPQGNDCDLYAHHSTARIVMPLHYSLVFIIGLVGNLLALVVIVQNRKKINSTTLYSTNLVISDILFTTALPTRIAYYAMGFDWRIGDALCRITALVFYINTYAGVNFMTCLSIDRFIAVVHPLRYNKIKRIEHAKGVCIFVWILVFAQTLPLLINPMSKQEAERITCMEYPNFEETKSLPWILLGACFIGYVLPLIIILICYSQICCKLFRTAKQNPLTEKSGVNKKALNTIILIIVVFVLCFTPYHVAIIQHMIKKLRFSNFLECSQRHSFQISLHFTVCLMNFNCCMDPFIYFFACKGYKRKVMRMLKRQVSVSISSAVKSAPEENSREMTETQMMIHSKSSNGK
UPR CHOP act: apoptotic UPR (CHOP) activation; activation, % at 10 µM; 330,000 compounds, 0.34% hits; CHO-CHOP luciferase reporter, luminescence; percent of tunicamycin response over DMSO baseline;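 active means at 10 µM dose, activation of 40% or more, normalized to positive control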;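 further: 100% = tunicamycin at 10 µg/mL and 0% = DMSO alone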
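Assay system: CHO cells with stable CHOP pathway luciferase reporter; Buffer or medium: F12 plus 10% serum; Times: 16-18 h cell attachment, then 6 h compound exposure, 37 °C; Signal: luciferase luminescence; Read-out basis: percent activation relative to tunicamycin control; Control set: tunicamycin high control, DMSO low control.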
APJ antagonist: blocks the human apelin receptor APJ; inhibition, % at 20 µM; AID 2521; 330,000 compounds, 0.32% hits; P35414; CHO-K1 APJ beta-arrestin complementation, luminescence;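 active means inhibition above about 40% at 20 µM, limit read from the data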;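 further: cells challenged with 10 nM apelin-13 agonist together with compound; plate controls were apelin-13 plus DMSO wells for no effect and DMSO wells lacking apelin-13 for full effect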
CXCR6 inh: inhibitors of human CXCR6 receptor | CHO-K1 PathHunter CXCR6 beta-arrestin, luminescence | inhibition, % at 20 µM | 360,000 compounds, 0.36% hits | AID 602244; in the data active means inhibition above about 34%, passing the limit was not always enough;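 further: antagonist mode with CXCL16 agonist at 10 nM final; 0% = 10 nM CXCL16 with DMSO and 100% = unstimulated wells without agonist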
XBP1 UPR activ: activators of adaptive arm of unfolded protein response (XBP1) | 330,000 compounds, 0.33% hits | AID 463104 | activation, % at 20 µM | CHO-XBP1 luciferase reporter, IRE1-XBP1 UPR activation, luminescence; percent of tunicamycin response, DMSO as zero;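 active means versus positive control, 20 µM dose yields 30% or more activation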;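 further: 100% = tunicamycin at 10 µg/mL and 0% = DMSO only wells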
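Material: IRE1-XBP1 luciferase reporter CHO line / Quantity: one thousand reporter cells per well / Buffer or medium: F12 with 10% serum / Compound: 20 µM single concentration, DMSO 1% / Times: 6 h treatment, 37 °C / Detection: Steady-Glo luciferase glow luminescence, 10 min after reagent addition / Benchmarks: tunicamycin high, DMSO low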
Mdm2-MdmX inh: disrupts the human Mdm2-MdmX interaction; 330,000 compounds, 3% hits; inhibition, % at 8 µM; SaOS-2 split-luciferase Mdm2/MdmX complementation, luminescence; AID 485346;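 active means inhibition of at least 50% at 8 µM in the primary screen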
CCR6 antagonist: blocks CCL20-driven beta-arrestin recruitment at human CCR6; CHO-K1 CCR6 PathHunter beta-arrestin, luminescence, CCL20-stimulated; P51684; 340,000 compounds, 0.49% hits; inhibition, % at 20 µM; AID 493098;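 active means compounds whose inhibition of the agonist-driven luminescence signal at 20 µM reaches about 50%, limit read from the data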;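 further: cells stimulated with CCL20 at 14 nM final; plate controls were DMSO with CCL20 for no effect and DMSO without agonist for full effect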
Target sequence (P51684 whole entry, looked up): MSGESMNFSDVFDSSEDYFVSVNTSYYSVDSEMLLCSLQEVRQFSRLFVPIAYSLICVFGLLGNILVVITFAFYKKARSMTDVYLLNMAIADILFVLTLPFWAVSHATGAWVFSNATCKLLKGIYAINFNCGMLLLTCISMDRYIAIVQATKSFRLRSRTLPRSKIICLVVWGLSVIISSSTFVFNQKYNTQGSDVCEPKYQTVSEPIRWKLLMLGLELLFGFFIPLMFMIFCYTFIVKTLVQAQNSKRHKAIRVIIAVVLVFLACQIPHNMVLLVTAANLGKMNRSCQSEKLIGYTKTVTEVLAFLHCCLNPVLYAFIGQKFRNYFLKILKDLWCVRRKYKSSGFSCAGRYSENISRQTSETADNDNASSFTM
Active calls of the source: *; . = not tested or not shown. The list is partial (hit frequency here may not be typical).

SMILES	APJ agonist	tim23-1 inh	EBI2 block	UPR CHOP act	APJ antagonist	CXCR6 inh	XBP1 UPR activ	Mdm2-MdmX inh	CCR6 antagonist
COc1ccc(NC(=O)CN(C)C(=O)c2cn(-c3ccccc3)nc2-c2ccc(F)cc2)cc1	-5	26	0	-2.3	-21	-1	-3	17	3
O=C(O)CC1(CC(=O)NCc2ccc(F)cc2)CCCCC1	-1	-4	-3	-1.1	8	5	-5	31	11
CN(Cc1ccc(Cl)s1)C(=O)CN1C(=O)N(C)C2(CCCCC2)C1=O	-2	15	2	2.9	-14	-2	0	-13	8
CC(=O)C1CCCN(C(=O)c2ccc3oc(CCc4ccccc4)nc3c2)C1 (stereo not given)	5	32	-8	7.0	-15	3	7	-15	-4
CCC(=O)c1c(OCc2ccccc2)ccc2c(C)cc(=O)oc12	4	23	.	-0.2	-19	.	1	-29	.
Nc1cc(=O)[nH]c(SCC(=O)Nc2ccc(N3CCCCC3)cc2)n1	-3	3	-5	0.9	-3	4	1	-6	-4
Cc1ccc(C(=O)NNC(=O)c2csc(N3CCOCC3)n2)s1	-1	0	-9	1.4	1	0	0	21	6
O=C(c1cccs1)N1CCN(c2ccccc2)CC1	-1	10	-1	-1.4	13	0	-1	13	-4
O=C(O)c1cccc(Nc2ncnc3ccc(Br)cc23)c1	-3	-8	6	0.4	2	5	0	-17	11
Cc1cccc(N(CC(=O)Nc2ccc(F)cc2)S(C)(=O)=O)c1	-1	0	4	2.4	8	-4	-1	1	8

An excerpt of these results, with each value named:
O=C(c1cccs1)N1CCN(c2ccccc2)CC1
  APJ agonist: -1 | tim23-1 inh: 10 | EBI2 block: -1 | UPR CHOP act: -1.4 | APJ antagonist: 13 | CXCR6 inh: 0 | XBP1 UPR activ: -1 | Mdm2-MdmX inh: 13 | CCR6 antagonist: -4

O=C(O)c1cccc(Nc2ncnc3ccc(Br)cc23)c1
  APJ agonist: -3 | tim23-1 inh: -8 | EBI2 block: 6 | UPR CHOP act: 0.4 | APJ antagonist: 2 | CXCR6 inh: 5 | XBP1 UPR activ: 0 | Mdm2-MdmX inh: -17 | CCR6 antagonist: 11

Next section.
SMILES	APJ agonist	tim23-1 inh	EBI2 block	UPR CHOP act	APJ antagonist	CXCR6 inh	XBP1 UPR activ	Mdm2-MdmX inh	CCR6 antagonist
C=CCC(Nc1ccco1)c1ccccc1 (stereo not given)	-4	10	1	0.1	3	15	2	-15	-7
Cc1cccc(NC(=O)CCN2CCOCC2)c1	-2	15	0	-0.6	6	-3	1	-6	8
COc1ccc(N2C(=O)CCC(C(=O)N3CCCCC3)C2c2ccc(F)cc2)cc1 (stereo not given)	1	9	-4	-2.5	-9	-8	-2	5	-6
Cc1ccc(CNS(=O)(=O)c2c(C)[nH]c(C)c2C(=O)N2CCCCC2)cc1	1	13	-5	1.4	1	5	-4	35	10
C[C@@H]1CN(C(=O)c2ccc(OC3CCN(S(=O)(=O)N(C)C)CC3)cc2)C[C@H](C)O1	11	0	-8	1.2	-28	2	-1	7	11
COC(=O)Cn1c(=NC(=O)c2cc(-c3cccs3)nc3ccccc23)sc2cc(S(N)(=O)=O)ccc21	2	16	26	4.9	12	6	-2	32	16
CCOC(=O)c1c(C)[nH]c(C(=O)/C(C#N)=C/c2ccc(OCC)cc2)c1C	-2	22	-8	0.6	9	14	-2	17	13
COc1ccc(NC(=S)NCCCN2CCCC2=O)c(OC)c1	-6	-3	-17	-0.4	10	-8	-2	12	-5
COc1cccc(CN(C)C(=O)c2cccc(OC3CCN(C4CCCC4)CC3)c2)c1	-2	-4	5	4.0	1	-6	-2	26	11
O=C(NC(Cc1c[nH]c2ccccc12)c1nnc2n1CCCCC2)c1cccs1 (stereo not given)	2	2	-4	-0.3	8	-2	1	-8	6
CC1=CC(C)(C)N(C(=O)CSc2ncn[nH]2)c2ccccc21	-5	8	-2	-0.1	8	2	-2	9	0
Cc1cccc(C)c1NC(=O)NCCSc1snnc1C	-4	5	-5	1.9	11	-10	-4	37	-6
CCOC(=O)[C@H]1[C@H]2COc3ccc(C)cc3[C@@H]2N2C(=O)c3cc(OC)c(OC)cc3NC(=O)[C@@]12C	8	-9	12	2.6	-2	3	0	13	5
N#Cc1cc2c(nc1SCC(=O)O)CCCCC2	-4	6	-5	-0.3	1	4	0	12	2
Clc1ccc(OCc2nnc(SCCN3CCCCC3)n2Cc2ccco2)cc1	0	-2	13	1.9	-4	1	2	16	-5
CS(=O)(=O)/C(C#N)=C\c1cnc(S(=O)(=O)c2ccccc2)s1	-2	22	.	-8.0	28	.	-11	36	.
COc1ccc(-c2csc(NC(=O)c3cc(C)on3)c2C#N)cc1OC	-1	0	-3	2.3	-30	-2	-1	4	8
CN(C)S(=O)(=O)c1ccc(N2CCCC2)c(C(=O)Nc2ccccc2F)c1	5	8	-10	-0.2	15	-6	-1	-5	3
N#Cc1c(-c2ccc(F)cc2)cc(-c2ccccc2)nc1SCC(=O)NCC(=O)O	-3	17	1	0.3	7	5	1	-14	14
CN1C(=O)C(CCC(N)=O)NC1=S (stereo not given)	-4	6	0	-1.1	-1	-2	2	13	6
CC(C)Nc1nc(Cl)nc(N(C#N)CN2C(=O)c3ccccc3S2(=O)=O)n1	-4	18	9	5.9	-12	18	-1	8	11
CCOC(=O)N1CCN(C(=O)CS(=O)Cc2nc(-c3cccc(C)c3)oc2C)CC1 (stereo not given)	-3	5	2	-0.3	2	-2	2	0	7
Cc1ccc(/C(N)=N/OC(=O)c2cccs2)cc1	9	73*	5	2.1	-49	-22	0	-20	-14
CS(=O)(=O)c1ccc(NC(=O)C2CC(=O)N(c3ccc4c(c3)OCCO4)C2)cc1 (stereo not given)	0	5	-16	1.5	13	-14	0	11	-7
COC(=O)c1ccc(N2NC(=O)/C(=C/c3cc(OC)c(OC)c(OC)c3)C2=O)cc1	-4	-5	18	10.0	15	11	17	-3	21
c1cc(CNC2=NCCCCC2)ccn1	-2	-7	1	0.4	3	0	3	24	3
O=S1(=O)[C@H]2C[C@@H]3C=C[C@@]2(CN1Cc1cccc(Cl)c1)O3	7	-15	0	1.8	-21	-5	-2	8	4
CC(C)(C)[C@H]1C=C(C(=O)NCc2ccccc2)O[C@@H](OCCCCO)C1	2	22	-11	1.3	15	-1	2	8	-6
N#C/C(=C\c1cccc(Cl)c1)C(=O)c1ccccc1	0	36	1	-1.2	8	8	-2	26	1
CSc1ccc(/C=N/N2CCN(Cc3ccc(Cl)cc3)CC2)cc1	0	22	5	-1.8	6	-9	-2	3	3
CC(Oc1ccc(S(=O)(=O)N2CCCC2)cc1[N+](=O)[O-])C(=O)NC(C)c1ccccc1 (stereo not given)	1	24	-7	0.3	4	-15	-1	16	3
Cc1cc(=O)c(C(=O)Nc2cccc(C(=O)NC3CC3)c2)nn1-c1ccccc1Cl	-3	-6	-10	0.6	10	-3	0	6	12
COc1cc(C(=O)Nc2ccc3c(c2)ncn3C)cc(OC)c1OC	-3	-13	-3	-0.3	7	11	3	55*	10
N#Cc1ccc(CSc2nnc(NC(=O)CN3C(=O)C4CC=CCC4C3=O)s2)cc1 (stereo not given)	-1	6	-1	-1.6	10	3	-1	27	-9
O=C(CSc1ccc2ccccc2c1Br)Nc1cccc(S(=O)(=O)NC2=NCCCCC2)c1	-1	14	-3	0.2	-10	-7	-3	-11	-4
COc1ccc(CC(=O)OCc2cc3cccc(C)c3[nH]c2=O)cc1	1	10	3	-2.3	-1	-4	-1	-1	-5
O=C(NCC1CCCO1)C(=O)NCC(c1ccco1)N1CCN(c2ccccc2)CC1 (stereo not given)	-1	16	5	0.5	-15	-12	0	22	-5
Cc1ccc(/C=N/c2sc3c(c2C#N)CCC3)s1	-3	11	-6	3.6	0	6	-1	-86	3
CC(=O)c1cccc(N2C(=O)C3C4CCC(C4=C(C)C)C3C2=O)c1 (stereo not given)	4	15	-4	0.7	-2	-4	-1	-16	4
Cc1ccc(-c2csc(SCC(=O)Nc3cc(C)on3)n2)cc1	2	-10	-6	-1.1	-7	-7	1	15	-6
CN(c1cccc(NS(=O)(=O)c2ccccc2)c1)S(C)(=O)=O	-2	-2	0	0.5	9	-2	-3	3	5
CCOC(=O)c1ccc(NC(=S)Nc2ccc(Br)cc2N)cc1	0	-12	-5	1.7	-13	-12	3	15	-5
CC(=O)Nc1ccc(O)c(-c2nc3ccccc3s2)c1	-4	28	14	4.2	-23	1	0	-29	2
Cc1ccc(C(=O)CC(C(=O)O)c2cn(CCC#N)c3ccccc23)cc1 (stereo not given)	-4	-12	1	-1.0	9	-3	-2	1	-1
CC(C)(C)n1nc2c(c1NC(=O)c1ccc(C(F)(F)F)cc1)CS(=O)(=O)C2	-4	0	7	-2.0	-2	0	-2	16	3
COCCn1c(SCCCC(=O)c2ccc(Br)cc2)nnc1-c1ccncc1	-1	17	1	2.2	8	-2	-4	30	5
O=S(=O)(N/N=C\c1cccc(F)c1)c1ccccc1	-5	20	-13	3.1	-17	-3	-2	-3	5
Cc1cc(=O)oc(C)c1C(=O)NCC(C)C	1	2	1	-2.1	-2	4	-2	30	1
COc1cc(NC(=O)C/C(C)=N/NC(=O)c2cccc(O)c2)c(OC)cc1Cl	0	18	-7	-3.1	-10	4	1	15	1
COc1ccccc1CN1C(=O)[C@@H]2C(CCC(N)=O)NC3(C(=O)Nc4c3ccc(Cl)c4C)[C@@H]2C1=O (stereo not given in full)	0	10	-1	0.4	-6	-3	-1	-14	-13
Next part
SMILES	APJ agonist	tim23-1 inh	EBI2 block	UPR CHOP act	APJ antagonist	CXCR6 inh	XBP1 UPR activ	Mdm2-MdmX inh	CCR6 antagonist
OCCN1CCN(c2ncnc3sc(-c4ccccc4)cc23)CC1	1	6	18	-0.2	22	4	-4	15	-6
C=CCn1c(SCC(=O)Nc2ccccc2OC)nc(O)c(CC)c1=O	-2	10	-5	-0.7	14	4	-1	10	8
Cc1cc(C(C)c2ccccc2)c(O)c(CN2CCOCC2)c1C (stereo not given)	-5	32	7	-0.6	8	-2	-3	1	14
CCc1nnc(NC(=O)CSc2nnc(-c3ccccc3OC)n2-c2ccc(C)cc2)s1	-4	15	3	1.6	20	6	-3	4	11
Fc1ccc(COc2cccc(CNCc3ccncc3)c2)cc1	2	2	-10	-1.4	-28	1	-2	-7	2
CN(C)CCCNC(=S)NCc1ccc(Cl)cc1	-2	-9	-13	1.1	5	1	0	-28	-21
CN(C)c1ccc2nsnc2c1[N+](=O)[O-]	-1	3	-1	2.4	9	2	0	14	0
O=c1c2ccccc2sn1-c1ccc(S(=O)(=O)N2CCCC2)cc1	6	11	17	9.4	-17	-10	-1	8	-2
COc1ccc(CNC(=O)COC(=O)/C=C/c2ccc(S(=O)(=O)N3CCOCC3)cc2)cc1	-2	5	9	-1.6	0	-2	0	11	6
CCOC(=O)c1c[nH]c2c(Cl)c(Cl)ccc2c1=O	-16	-2	2	1.9	0	-4	1	18	4
COc1cccc(CN(C)C(=O)Cc2c[nH]c3ccccc23)c1OC	-3	19	6	-0.5	8	4	-2	23	7
O=C(COC(=O)c1cn(-c2ccccc2)nc1-c1ccccc1)c1ccc([N+](=O)[O-])cc1	3	28	.	6.4	-23	.	-2	17	.
